Source: PubChem (several laboratories)
S1P4 ag – human S1P4 receptor agonism; O95977; S1P4-expressing cell line, agonist reporter assay; activation, % at 4.98 µM; hit rate 0.35% among 220,000; AID 1509; in the data active means activation above about 11%;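 further: 0% = DMSO vehicle and 100% = reference agonist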
Target sequence (O95977 whole entry, looked up): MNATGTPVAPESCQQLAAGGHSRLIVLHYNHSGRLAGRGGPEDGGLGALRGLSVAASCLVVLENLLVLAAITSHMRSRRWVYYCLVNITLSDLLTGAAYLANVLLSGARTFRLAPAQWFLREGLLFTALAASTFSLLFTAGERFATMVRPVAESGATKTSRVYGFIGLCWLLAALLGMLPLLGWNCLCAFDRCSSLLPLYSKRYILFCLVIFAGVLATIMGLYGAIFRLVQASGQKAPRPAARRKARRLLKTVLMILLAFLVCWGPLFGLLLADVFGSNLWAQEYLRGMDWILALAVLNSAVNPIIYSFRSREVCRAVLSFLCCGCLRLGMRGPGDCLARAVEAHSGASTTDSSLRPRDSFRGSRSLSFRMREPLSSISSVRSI
p97 ATPase inh – inhibitors of human p97 ATPase; P55072; recombinant p97 ATPase, Kinase-Glo ATP luminescence, 3 h; inhibition, % at 8 µM; hit rate 0.42% among 220,000; AID 1481; in the data active means inhibition above about 15%;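 further: 0% = DMSO vehicle and 100% = wells lacking enzyme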
NPY-Y2 PAM-ag – potentiates or activates human NPY-Y2 receptor. P49146. cells expressing NPY-Y2, potentiator/agonist read-out. activation, % at 3.6 µM. hit rate 0.45% among 220,000; in the data active means activation above about 27%;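 further: cells stimulated with NPY near EC25 plus isoproterenol at EC100; 0% = vehicle plus submaximal agonist and 100% = vehicle plus saturating agonist; some results beyond the cut were filed as inactive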
Target sequence (P49146 whole entry, looked up): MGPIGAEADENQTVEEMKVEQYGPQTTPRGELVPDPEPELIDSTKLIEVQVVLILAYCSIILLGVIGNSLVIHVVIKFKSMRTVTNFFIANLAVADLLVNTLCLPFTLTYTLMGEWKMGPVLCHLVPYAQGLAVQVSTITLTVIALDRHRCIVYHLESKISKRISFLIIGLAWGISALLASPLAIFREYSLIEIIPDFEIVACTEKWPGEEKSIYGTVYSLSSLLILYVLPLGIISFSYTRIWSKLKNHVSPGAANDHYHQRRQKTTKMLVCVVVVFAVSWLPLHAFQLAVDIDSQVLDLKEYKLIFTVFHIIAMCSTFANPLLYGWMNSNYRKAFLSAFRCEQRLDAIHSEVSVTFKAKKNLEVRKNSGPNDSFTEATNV
PGE2 EP2 inh – EP2 receptor (human) inhibition | AID 1422 | inhibition, % at 25 µM | C6 glioma cells expressing human EP2, cAMP TR-FRET; cells stimulated with saturating PGE2 | hit rate 0.52% among 260,000;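 active means percent inhibition above 40 after rounding to a whole number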;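 further: rat C6 glioma host cells with rolipram phosphodiesterase inhibitor present; the protocol text gives 20 µM as final concentration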
NPY Y1 blocker – blocks the human neuropeptide Y Y1 receptor. hit rate 1% among 200,000. HEK293-CNG Y1 cells, membrane potential fluorescence; NPY at EC95, then isoproterenol. inhibition, % at 3.6 µM;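 active means inhibition above the campaign mean inhibition of all tested compounds plus 3 SD, cut at about 20% in these data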;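 further: 0% = DMSO wells given NPY plus isoproterenol and 100% = isoproterenol alone without NPY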
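material = HEK293 cells with Y1 receptor plus CNG channel | also added = NPY 25 nM then isoproterenol 1 µM plus Ro 20-1724 25 µM | schedule = dye 3 h, compound 60 min room temperature, stimulation 45 min | measured by = membrane potential fluorescence | benchmarks = high control isoproterenol alone, low control NPY with isoproterenol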
eIF4E-4G inh – inhibitors of eIF4E and eIF4G interaction in translation initiation; P63073+Q04637; TR-FRET eIF4E-eIF4GI(517-606) binding, 2 h; inhibition, % at 21.7 µM; hit rate 0.37% among 220,000;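 active means inhibition above about 30%, limit read from the data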;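 further: 0% = full FRET control wells and 100% = background wells lacking eIF4GI fragment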
S1P4 antag – antagonists of human S1P4 receptor; inhibition, % at 4.98 µM; S1P4-expressing cells, antagonist mode, reporter read-out; O95977; AID 1510; hit rate 0.26% among 220,000; in the data active means inhibition above about 29%;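 further: 0% = wells stimulated with agonist and 100% = vehicle wells without agonist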
NPY-Y1 PAM-ag – potentiators or agonists of human neuropeptide Y receptor Y1. P25929. NPY-Y1 expressing cells, potentiator/agonist activation. activation, % at 3.6 µM. hit rate 0.37% among 220,000. AID 1304; in the data active means activation above about 33%, passing the limit was not always enough;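 further: cells stimulated with NPY at EC10 then isoproterenol at EC100; 0% = low agonist plus stimulus and 100% = saturating agonist plus stimulus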
EP2 mod – modulators of human EP2 prostaglandin E2 receptor; P43116; EP2-expressing cells, cAMP HTRF FRET, PGE2 co-stimulation; induction, % at 25 µM; hit rate 0.83% among 260,000;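 active means compounds whose cAMP rise, as percent of the full-agonist control response, exceeds 60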;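 further: rat C6 glioma line stably carrying human EP2 under a CMV promoter; the protocol text gives 20 µM as final concentration; 100% = response of wells given 1 µM PGE2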
Numbers without * were called inactive; x = no result given; & = joins results of further samples; [ ] = dose if it differs, or a comment. An excerpt; count on the stated rates, not on these rows.

SMILES	S1P4 ag	p97 ATPase inh	NPY-Y2 PAM-ag	PGE2 EP2 inh	NPY Y1 blocker	eIF4E-4G inh	S1P4 antag	NPY-Y1 PAM-ag	EP2 mod
COC(=O)c1c(NC(=O)/C=C/c2ccc3c(c2)OCO3)sc(C)c1C	0.0	1	4	5	1	-8	-12	19	18
C=CCOC(=O)c1sc(NC(=O)c2ccc(OC)cc2)nc1C	-1.4	-1	3	9	0	-4	18	0	12
COc1ccc(/C=N/n2c(N)nc(-c3ccccc3)c2-c2ccccc2)cc1	0.3	-2	-22	8	6	-21	-24	-25	10
CCCCCC(=O)NNC(=S)NC(=O)c1cccc([N+](=O)[O-])c1	0.4	2	1	5	-1	6[fluorescence artefact?]	4	6	15
COc1ccc(N2CCN(C(=S)Nc3cccc(C)c3C)CC2)cc1	0.4	3	3	3&12	2	-1	-10	19	-67&-30
CCN(CC)S(=O)(=O)c1cccc(NC(=O)COC(=O)c2n[nH]c(=O)c3ccccc23)c1	0.9	-1	8	2	-2	1	-9	-27	-33
O=C(CCCCCN1C(=O)c2ccccc2C1=O)NCc1ccco1	1.6	-1	10	12	8	-2	-3	4	12
CC1=C(C(=O)OC(C)(C)C)C(c2ccco2)C(C#N)=C(N)O1 (configuration not stated)	-3.2	-2	5	10	4	-3	-19	-6	12
CCC(C)(NC(=O)c1ccccn1)C(=O)NC1CCCC1 (configuration not stated)	0.3	3	-12	10	-2	0	1	6	-1
CCOc1cnc(-c2c(-c3c(F)cccc3Cl)noc2C)o1	2.5	1	-5	10	4	-4	2	4	55
COC(=O)c1ccc(CSc2n[nH]c(-c3ccccc3)n2)o1	-1.0	3	-6	5	1	2	-17	-4	-41
CCCC(=O)Nc1nc2ccc(NC(=O)c3c(F)c(F)c(OC)c(F)c3F)cc2s1	-1.1	2	-12	3	34*	5	13	14	-84
Cc1ccccc1C1c2[nH]c3ccccc3c2CCN1Cc1cccn1-c1ncccn1 (configuration not stated)	-1.5	0	-28	9	x	-15	12	-12	29
CCNc1nc(OCCNS(=O)(=O)c2cc(C)ccc2C)nc(N(C)C)n1	0.9	-9	1	8	-3	-4	-11	3	-34
COc1cccc(Cn2cccc(NC(=O)NC3CCCCC3)c2=O)c1	0.9	1	10	13	-4	-2	-18	7	30
O=c1[nH]c(CN(CCc2ccccc2)S(=O)(=O)c2ccc(Cl)cc2)nc2ccccc12	0.3	1	-11	10	-4	-1	-7	-7	48
CCOC(=O)c1ccc(NC(=O)CN2C(=O)CNC2=O)cc1	0.9	2	4	1	0	-4	-13	-39	-21
Cc1ccc(/C=N/NC(=O)CNC(=O)COc2ccc(Cl)cc2)o1	1.4	0	-10	11	7	2	-23	-10	-17
O=S(=O)(c1ccc2c(c1)OCCO2)N1CCN(c2ncnc3sccc23)CC1	3.9	9	20	10	11	-1	-24	-26	-69
O=C(NC1CCSC1=O)c1ccc(Oc2cccc(C(F)(F)F)c2)nc1 (configuration not stated)	-0.9	4	-9	10	-3	3[fluorescence artefact?]	4	-18	3
O=C(O)c1ccc(N2C(=O)C3ON(c4ccccc4)C(c4ccccc4F)C3C2=O)cc1 (configuration not stated)	0.6	2	-3	9	4	14	-1	-17	23
COc1cc(OC)c(C(=O)NCCCN2CCOCC2)cc1OC	-0.9	6	-1	8	-4	-3	-21	19	21
O=C1C=C(c2cccs2)CC(c2cccs2)C1n1cnc([N+](=O)[O-])c1 (configuration not stated)	-2.0	2	-11	13	7	1[fluorescence artefact?]	2	26	-8
Cc1ccc(N2CN=C(c3ccccc3)NC2=S)cc1	-1.2	-4	-1	14	2	-1	-8	-2	-27
O=C(CS(=O)c1cccc(Cl)c1)Nc1ccccc1Cl (configuration not stated)	-0.4	-3	-1	5	-2	2	-2	7	18
CN(C)c1ccc(C(CNS(=O)(=O)c2ccc(F)cc2)c2c[nH]c3ccccc23)cc1 (configuration not stated)	0.9	5	15	12	-1	-9	-5	21	51
CCOc1ccc(C2=C(C=Nc3c(C)n(C)n(-c4ccccc4)c3=O)C(c3ccc(F)cc3)c3ccccc3O2)cc1 (configuration not stated)	-0.2	2	-5	15	4	-4[fluorescence artefact?]	-14	2	7
Cc1cc(=O)oc2cc(OCC(O)CN3CCc4ccccc4C3)ccc12 (configuration not stated)	-0.7	-2	-10	1	6	2	0	-26	-23
CC(Sc1nnc2ccccn12)C(=O)Nc1ccc2c(c1)OCCO2 (configuration not stated)	2.2	2	3	5	1	1	4	20	16
Cc1[nH]c(=O)[nH]c(=O)c1S(=O)(=O)N1CCCC(C(=O)N2CCC(Cc3ccccc3)CC2)C1 (configuration not stated)	1.3	3	0	9	2	0	-15	16	13
CCN(CC)CCOC(=O)C1(c2ccc(OC)c(OC)c2)CCCC1	2.1	-7	-10	5	6	2[fluorescence artefact?]	-8	-10	14
Cn1cc(S(=O)(=O)Nc2cccc(F)c2)c(=O)n(C)c1=O	-5.0	5	10	9	0	5[fluorescence artefact?]	-3	5	10
CCOC(=O)C1=C(CN2CCc3ccccc32)NC(=O)NC1c1ccc(Cl)cc1 (configuration not stated)	1.2	3	6	10	-4	-7	-26	22	68*
CCN(CC)C(=O)CN(c1ccc(C)cc1)S(=O)(=O)c1ccc(SC)cc1	0.4	-4	-12	-1	7	8	8	-12	-4
Cc1cc([N+](=O)[O-])nn1CCCC(=O)NCc1ccccc1	-0.1	4	-5	8	-1	0	-14	-15	6
CCN1C(=O)CC(N2CCC(C(=O)N3CCOCC3)CC2)C1=O (configuration not stated)	-0.9	2	4	11	-3	4	0	-21	24
O=C1CC(C(=O)Nc2ccc(O)c(C(=O)O)c2)C(c2ccccc2)O1 (configuration not stated)	-0.3	1	2	12	9	4	9	7	22
CCS(=O)(=O)c1ccc(O)c(NC(=O)COc2ccc(C)cc2)c1	2.9	3	-1	6	0	3[fluorescence artefact?]	-34	4	-1
O=C(NCCCC(=O)N1CCOCC1)c1cccnc1	0.9	-4	-24	8	2	7	-5	-4	8
Cc1cccc(C(=O)Oc2ccc(/C=N/NC(=O)Cc3ccc([N+](=O)[O-])cc3)cc2)c1	0.4	-7	3	2	3	3[fluorescence artefact?]	-24	-11	8

One compound at a time, from the list above. Order of values: S1P4 ag | p97 ATPase inh | NPY-Y2 PAM-ag | PGE2 EP2 inh | NPY Y1 blocker | eIF4E-4G inh | S1P4 antag | NPY-Y1 PAM-ag | EP2 mod
O=C(NCCCC(=O)N1CCOCC1)c1cccnc1 across the screens: 0.9 | -4 | -24 | 8 | 2 | 7 | -5 | -4 | 8
CCOC(=O)c1ccc(NC(=O)CN2C(=O)CNC2=O)cc1 across the screens: 0.9 | 2 | 4 | 1 | 0 | -4 | -13 | -39 | -21
O=c1[nH]c(CN(CCc2ccccc2)S(=O)(=O)c2ccc(Cl)cc2)nc2ccccc12 across the screens: 0.3 | 1 | -11 | 10 | -4 | -1 | -7 | -7 | 48

Next section
SMILES	S1P4 ag	p97 ATPase inh	NPY-Y2 PAM-ag	PGE2 EP2 inh	NPY Y1 blocker	eIF4E-4G inh	S1P4 antag	NPY-Y1 PAM-ag	EP2 mod
CN(CC(=O)OCC(=O)NCC(F)(F)F)S(=O)(=O)c1ccc(Cl)cc1	0.2	1	0	6	3	1	-4	-1	30
CCOC(=O)N1CCC(=NNc2nc3ccccc3s2)CC1	0.1	1	38	12	x	5	5	26	-42
O=C(Nn1cnnc1)c1cc2c(s1)CCCCC2	-1.4	2	-3	x	4	-11	-1	-6	-2
CC(C)C(=O)NC(NC(=S)Nc1ccc(S(N)(=O)=O)cc1)C(Cl)(Cl)Cl (configuration not stated)	0.0	0	-6	7	-1	12[fluorescence artefact?]	-43	17	8
CC(=O)Nc1ccc([N+](=O)[O-])cn1	0.5	3	-2	10	1	7	6	14	19
c1coc(-c2nc3ccccc3nc2-c2ccco2)c1	-1.5	11	-4	27	2	x	-4	14	-19
CCOc1ccc(Br)cc1CNc1ccc2c(c1)OCCO2	0.2	-6	-12	8	9	4	-22	-27	30
O=C(CCN1C(=O)C2C3C=CC(C3)C2C1=O)NCC1CCCO1 (configuration not stated)	0.8	5	6	9	2	-6[fluorescence artefact?]	-4	1	12
Oc1ccccc1/C=N/NC(=S)NC1CC2CCC1C2 (configuration not stated)	0.7	5	10	20	x	4	21	15	-44
CCCC(c1nnnn1Cc1ccc(OC)cc1)N1CCC(C(N)=O)CC1 (configuration not stated)	2.7	13	13	3	-1	1	-10	-10	-4
CCNc1nc(N2CCCC2)nc(N2CCCC2)n1	-2.8	-3	-15	15&0	15	-3	4	19	19&9
COc1ccc(N2C(=O)CSC2c2ccccc2[N+](=O)[O-])cc1 (configuration not stated)	4.5	2	11	7	-5	0	2	-8	-15
Cc1n[nH]c(C)c1CCC(=O)N/N=C/c1cccs1	1.8	-4	4	4	x	0	3	-2	-3
CC(=O)c1c(C)n(-c2ccccc2)c2ccc(OCC(O)CN3CCOCC3)cc12 (configuration not stated)	0.1	-5	-24	11	5	15[fluorescence artefact?]	0	-26	-24
Cc1cccc(N2CCN(C(=O)c3cc4c(=O)[nH]c5ccccc5c4n3C)CC2)c1C	0.5	-1	-9	7	8	x	-4	-43	x
Nc1nonc1-c1nc2ccccc2n1CC(=O)N/N=C/c1ccc(-c2cccc(C(=O)O)c2)o1	2.5	1	0	6	-1	6	-6	9	5
Cc1ccc(S(=O)(=O)N2CCC(C(=O)Nc3nnc(C45CC6CC(CC(C6)C4)C5)s3)CC2)cc1	2.1	-5	3	9	3	-14	-10	9	21
COc1ccc(CCNC(=O)COC(=O)C2CCCCC2)cc1	1.3	0	-8	2	11	20[fluorescence artefact?]	8	13	13
COC(=O)c1cn(NC(=O)c2cccc(N(C)C)c2)c(=O)c2ccccc12	1.7	4	-13	8	3	1	-6	-8	26
CC(=O)c1c(N2CCN(C(=O)C3CCCO3)CC2)nc(=S)n(-c2ccccc2)c1C (configuration not stated)	0.1	-2	-8	9	2	-3	6	-13	-1
CC(C(=O)O)n1cnc2sc3c(c2c1=O)CCCC3 (configuration not stated)	-0.3	20*	-26	6&1	3	4	8	-18	-29&1
O=C(NC1CCCC1)C(c1ccccc1F)N(C(=O)c1ccco1)C1CCCC1 (configuration not stated)	-0.4	1	7	3&8	6	-8	-14	7	18&-24
COc1cc(CNn2nnnc2N)cc(Br)c1OCC(=O)NC(C)(C)C	-0.1	-4	8	5	-2	-1	-8	23	0
CC(C)(C)NC(=O)NC(=O)COC(=O)Cc1ccc(Cl)cc1Cl	0.5	-4	-4	2	-3	-2	10	-1	24
COc1cc(C)ccc1Oc1nc(-c2ccccc2O)nc2ccccc12	0.2	2	7	17	x	-8	-7	-43	34
O=C1Cc2ccccc2N1c1ccccc1	0.7	6	9	21	3	-2	-13	17	7
Cc1cc(=O)n(CC(=O)Nc2cc(Cl)ccc2C)c(C(C)C)n1	-0.4	-4	0	5	4	4	-5	-14	21
Clc1ccc(-c2nc(-c3cc4cc(Cl)ccc4o3)cs2)cc1	-0.3	3	11	4	x	-7	-3	-15	35
COCCN1C=C(C(=O)OC)C(c2ccccc2C(F)(F)F)C(C(=O)OC)=C1	5.6	-5	9	x	-5	2	-15	9	49
Cc1nc2ccccc2nc1N/N=C/c1ccc(O)cc1O	0.8	9	24	6	x	-3	-20	22	-30
COc1cc(NS(=O)(=O)c2ccc(NC(=O)COc3ccccc3Cl)cc2)nc(OC)n1	0.6	4	-14	11	4	3	-11	-5	-48
COc1cc(C(=O)O)cc(Br)c1OC1CCCC1	-3.3	2	-22	8	7	9	11	-42	-15
O=C(OCC(=O)N1CCCc2ccccc21)C1CCN(S(=O)(=O)c2cccs2)CC1	0.4	1	2	12	7	-5	0	-1	-17
